Assay outcomes from PubChem.
ERa coact pot: enhances coactivator binding to human estrogen receptor alpha. 86,000 compounds, 1.3% hits. TR-FRET ERalpha-LBD/SRC-Cy5 coactivator binding, 2 h; 100 = basal binding, no effect. coactivator binding (% of control), % at 25.6 µM. P03372. AID 639; in the data active = activity above about 200%;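 also: binding measured in presence of low estradiol as agonist stimulus; 0% = peptide alone without receptor and 100% = receptor with peptide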
Target sequence (P03372 whole entry, looked up, the tested form may be a part): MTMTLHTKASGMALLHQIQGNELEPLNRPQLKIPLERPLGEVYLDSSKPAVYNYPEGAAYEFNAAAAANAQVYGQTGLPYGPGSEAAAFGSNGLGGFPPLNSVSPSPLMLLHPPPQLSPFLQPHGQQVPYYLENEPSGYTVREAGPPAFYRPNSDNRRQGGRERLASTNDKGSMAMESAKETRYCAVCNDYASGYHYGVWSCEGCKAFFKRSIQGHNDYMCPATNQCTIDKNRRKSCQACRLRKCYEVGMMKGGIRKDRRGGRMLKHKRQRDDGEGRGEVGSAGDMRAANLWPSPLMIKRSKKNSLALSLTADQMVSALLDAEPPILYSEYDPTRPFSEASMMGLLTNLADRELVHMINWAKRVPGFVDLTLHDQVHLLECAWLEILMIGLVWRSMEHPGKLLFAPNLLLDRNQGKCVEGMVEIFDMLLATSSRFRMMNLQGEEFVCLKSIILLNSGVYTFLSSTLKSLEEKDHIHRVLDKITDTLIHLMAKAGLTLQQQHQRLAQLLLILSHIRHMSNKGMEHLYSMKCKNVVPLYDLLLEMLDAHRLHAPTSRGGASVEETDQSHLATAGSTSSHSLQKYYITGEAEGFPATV
Mac1 fbg inh: inhibitors of human CD11b/CD18 binding to fibrinogen; K562 CD11b/CD18 adhesion to fibrinogen, ATPlite luminescence; Mn2+ added to activate the integrin; inhibition, % at 10 µM; AID 1497; P05107+P11215; 93,000 compounds, 0.54% hits;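 active = primary inhibition of 50% or more at 10 µM, then 40% or more on retest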; also: some results filed as inactive read as strong as hits
Smad3 inh: inhibitors of human Smad3 transcription factor binding; P84022; TR-FRET Smad3/Dy647-FoxH1 peptide binding, europium anti-His; inhibition, % at 25 µM; 88,000 compounds, 0.29% hits; AID 630;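 active = compounds that reduce the energy-transfer binding signal between the protein and its labelled peptide by more than half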;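 also: 0% = Smad3 plus labelled peptide maximal FRET and 100% = peptide-only background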
Target sequence (P84022 whole entry, looked up): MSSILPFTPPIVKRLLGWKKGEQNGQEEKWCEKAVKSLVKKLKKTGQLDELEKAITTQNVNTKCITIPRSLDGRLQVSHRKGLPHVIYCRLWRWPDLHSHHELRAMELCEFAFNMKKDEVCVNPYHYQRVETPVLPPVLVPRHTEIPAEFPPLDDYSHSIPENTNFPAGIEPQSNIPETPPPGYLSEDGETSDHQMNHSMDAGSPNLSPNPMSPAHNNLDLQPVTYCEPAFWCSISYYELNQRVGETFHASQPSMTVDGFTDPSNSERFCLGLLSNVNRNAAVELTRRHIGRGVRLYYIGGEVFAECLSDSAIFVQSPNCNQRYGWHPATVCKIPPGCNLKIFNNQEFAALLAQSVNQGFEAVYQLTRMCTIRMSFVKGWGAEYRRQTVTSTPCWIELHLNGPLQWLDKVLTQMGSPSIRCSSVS
ERb SRC1 inh: ER-beta (human) coactivator binding inhibition. Q92731. TR-FRET ER-beta LBD / SRC1-Cy5 peptide binding; receptor agonist-loaded with 1 µM estradiol. inhibition, % at 25.6 µM. 86,000 compounds, 1.3% hits. AID 633;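 active = compounds whose percent inhibition of the receptor-coactivator binding signal exceeds about 50% in the single-dose screen, limit read from the data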;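 also: 0% = receptor plus peptide wells without compound and 100% = peptide-only wells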
MT1-MMP txn act: activates MT1-MMP transcription; activation factor at 10 µM; 86,000 compounds, 0.16% hits; AID 750; HT1080 MT1-MMP promoter luciferase reporter, luminescence, overnight; active compounds read high;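 active = activation factor of at least 2 for MT1-MMP transcription at 10 µM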
CD11b adhes enh: enhancers of human CD11b/CD18 binding to fibrinogen; P05107+P11215; K562 CD11b/CD18 adhesion to fibrinogen, ATPlite luminescence; activation, % at 10 µM; 93,000 compounds, 0.07% hits;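 active = 10 µM primary screen giving 50% or more activity, confirmed by 40% or more on retest at that dose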; also: strong numbers were not always called active; reference of the scale not given here
Candida biofilm: kills Candida albicans biofilms; C. albicans biofilm + clotrimazole, Alamar Blue; inhibition, % at 6 µM; 85,000 compounds, 0.14% hits; AID 834;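 active = inhibition above 20%; inactive = inhibition below 20%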;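 also: preformed 24 hr biofilms exposed to compound for 48 hr; 0% = biofilm without compound and 100% = blank killed by clotrimazole plus chlorhexidine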
sEH inh: soluble epoxide hydrolase (human) inhibition | P34913 | recombinant human sEH enzymatic activity assay | inhibition, % at 2 µM | 91,000 compounds, 0.34% hits | AID 707; in the data active = inhibition above about 80%; also: values of inactives mirror those of a sister screen read the other way; many of its hits are not listed in these tables
sEH activator: increases human soluble epoxide hydrolase activity. P34913. purified human sEH enzymatic activity, activator screen. activation, % at 2 µM. 91,000 compounds, 0.04% hits. AID 717; in the data active = activation above about 37%; also: values of inactives mirror those of a sister screen read the other way
An asterisk follows results filed as active; [ ] = another dose, or the depositor's remark.

Results for CC(NC(=O)Cn1c(=O)oc2cc(S(=O)(=O)N3CCCC3)ccc21)c1ccccc1 (stereo unspecified) ?
ERa coact pot: 104[fluorescence artefact?]; Mac1 fbg inh: -1; Smad3 inh: -11; ERb SRC1 inh: 5[fluorescence artefact?]; CD11b adhes enh: -2; Candida biofilm: 6; sEH inh: 11; sEH activator: -12

What do the screens show for `NC(=O)c1ccccc1N/C=C/C(=O)c1ccc(F)cc1`?
ERa coact pot: 100[fluorescence artefact?]; Smad3 inh: -8; ERb SRC1 inh: 9[fluorescence artefact?]; MT1-MMP txn act: 1.1; Candida biofilm: -1; sEH inh: -6; sEH activator: 9

What do the screens show for `COc1ccc(N(CC(=O)NCc2ccco2)S(C)(=O)=O)cc1`?
ERa coact pot: 96; Mac1 fbg inh: -7; Smad3 inh: -3; ERb SRC1 inh: 99*[fluorescence artefact?]; MT1-MMP txn act: 0.9; CD11b adhes enh: -1; Candida biofilm: 3; sEH inh: 3; sEH activator: -3

Results for CCCCn1c(SCC(=O)N(CC)C2CCS(=O)(=O)C2)nnc1C(CC)N(C)C (stereo unspecified) ?
ERa coact pot: 112; Mac1 fbg inh: -24; Smad3 inh: 0; ERb SRC1 inh: 5; MT1-MMP txn act: 1.1; CD11b adhes enh: -1; Candida biofilm: 2

Results for COc1ccc(C(c2nnnn2C(C)(C)C)N2CCN(c3nc4ccccc4s3)CC2)cc1 (stereo unspecified) ?
ERa coact pot: 121; Mac1 fbg inh: 4; Smad3 inh: -4; ERb SRC1 inh: 3; MT1-MMP txn act: 1; CD11b adhes enh: -3

Results for O=S(=O)(Cc1ccc(Cl)cc1)N1CCCC1 ?
ERa coact pot: 124; Mac1 fbg inh: -2; Smad3 inh: 13; ERb SRC1 inh: -23[fluorescence artefact?]; MT1-MMP txn act: 1; CD11b adhes enh: -2; Candida biofilm: 8; sEH inh: 8; sEH activator: -5

What do the screens show for `CC(C)Sc1nc2c(c(=O)[nH]c(=O)n2C)n1C`?
ERa coact pot: 108; Mac1 fbg inh: 11; Smad3 inh: 2; ERb SRC1 inh: -4; MT1-MMP txn act: 1; CD11b adhes enh: -3; Candida biofilm: 5; sEH inh: 5; sEH activator: -6

How did Cc1c(Cl)c([N+](=O)[O-])nn1CC(=O)NC12CC3CC(CC(C3)C1)C2 do in these assays?
Mac1 fbg inh: -2; CD11b adhes enh: -1; sEH inh: 0; sEH activator: 1

Results for COc1ccccc1NC(=O)CC(NCCN(C)C)C(=O)O (stereo unspecified) ?
ERa coact pot: 89[fluorescence artefact?]; Mac1 fbg inh: -36; Smad3 inh: 4; ERb SRC1 inh: -1; MT1-MMP txn act: 1; CD11b adhes enh: -2; Candida biofilm: 0; sEH inh: 0; sEH activator: -1

Results for CCCCNC(=O)OC1CCS(=O)(=O)C1 (stereo unspecified) ?
ERa coact pot: 102; Mac1 fbg inh: -7; Smad3 inh: -7; ERb SRC1 inh: -5; MT1-MMP txn act: 1.1; CD11b adhes enh: 2; Candida biofilm: 5; sEH inh: -9; sEH activator: 7

What do the screens show for `Cc1cc(C)n(-c2nnc(C)n2/N=C/c2ccccc2F)n1`?
ERa coact pot: 97; Mac1 fbg inh: -8; Smad3 inh: 0; ERb SRC1 inh: 11; MT1-MMP txn act: 0.9; CD11b adhes enh: -5; Candida biofilm: 10; sEH inh: 4; sEH activator: -3

What do the screens show for `C=CCn1c(N)c(C(=O)NCc2ccco2)sc1=S`?
ERa coact pot: 73; Mac1 fbg inh: 2; Smad3 inh: -5; ERb SRC1 inh: -5[fluorescence artefact?]; MT1-MMP txn act: 1.1; CD11b adhes enh: 5; Candida biofilm: 6; sEH inh: -10; sEH activator: 14

How did COc1ccc(S(=O)(=O)NCCC(C)C)cc1C do in these assays?
ERa coact pot: 92; Mac1 fbg inh: 7; Smad3 inh: 3[fluorescence artefact?]; ERb SRC1 inh: -10; MT1-MMP txn act: 0.9; CD11b adhes enh: -5; Candida biofilm: -7; sEH inh: -8; sEH activator: 11

What do the screens show for `CCOC(=O)C1=C(C)NC(C)=C(C(=O)OCC)C1/C=C/c1ccccc1`?
Mac1 fbg inh: -39; CD11b adhes enh: 6; sEH inh: -18; sEH activator: 18

What do the screens show for `COc1cccc(CN(Cc2ccco2)S(=O)(=O)c2ccc(S(=O)(=O)NCc3ccccc3)cc2)c1OC`?
ERa coact pot: 107; Smad3 inh: 6; ERb SRC1 inh: -16; MT1-MMP txn act: 1.4; Candida biofilm: 1; sEH inh: -2; sEH activator: 8

Results for CC(C)NC(=O)COC(=O)c1ccc(Cl)c(S(=O)(=O)N2CCCC2)c1 ?
Mac1 fbg inh: 4; CD11b adhes enh: -5; sEH inh: 9; sEH activator: -11

Results for COc1ccc(C(=O)N=c2c(C#N)cc3c(=O)n4cccc(C)c4nc3n2Cc2ccco2)cc1 ?
ERa coact pot: 111[fluorescence artefact?]; Mac1 fbg inh: -4; Smad3 inh: 7; ERb SRC1 inh: 14; MT1-MMP txn act: 1.1; CD11b adhes enh: 1; Candida biofilm: 11; sEH inh: -25; sEH activator: 21

What do the screens show for `Cc1cccc(-c2nc(CN3CCCC(C(=O)NC4CCCCC4)C3)c(C)o2)c1` (stereo unspecified)?
ERa coact pot: 97; Smad3 inh: -6; ERb SRC1 inh: -6[fluorescence artefact?]; MT1-MMP txn act: 0.9; Candida biofilm: 6; sEH inh: 18; sEH activator: -17

Results for CC(C)N1C(=S)SC2CS(=O)(=O)C=C21 (stereo unspecified) ?
ERa coact pot: 108; Mac1 fbg inh: -3; Smad3 inh: -13; ERb SRC1 inh: -18[fluorescence artefact?]; MT1-MMP txn act: 1.1; CD11b adhes enh: 2; Candida biofilm: 2; sEH inh: 0; sEH activator: -2

What do the screens show for `COc1cccc(-c2nc(CS(=O)(=O)CC(=O)Nc3c(C)cccc3C)c(C)o2)c1`?
ERa coact pot: 183[fluorescence artefact?]; Mac1 fbg inh: -2; Smad3 inh: -1[fluorescence artefact?]; ERb SRC1 inh: 13; MT1-MMP txn act: 1.1; CD11b adhes enh: 1; Candida biofilm: -1

Results for O=C(CSc1nnc(-c2ccccc2)n1Cc1ccco1)Nc1ccc2c(c1)OCCO2 ?
ERa coact pot: 97; Mac1 fbg inh: -7; Smad3 inh: 6; ERb SRC1 inh: 7; MT1-MMP txn act: 1.1; CD11b adhes enh: 1; Candida biofilm: 2

How did C=CCn1c(SC2CCOC2=O)nc2sc(C)c(C)c2c1=O (stereo unspecified) do in these assays?
ERa coact pot: 90; Smad3 inh: 6; ERb SRC1 inh: 8; MT1-MMP txn act: 1.2; Candida biofilm: 4; sEH inh: 0; sEH activator: 3

How did CCC(=O)NC(Nc1ncc(C)s1)(C(=O)OC)C(F)(F)F (stereo unspecified) do in these assays?
ERa coact pot: 98; Smad3 inh: -10; ERb SRC1 inh: 8; MT1-MMP txn act: 1.2; Candida biofilm: 8; sEH inh: -1; sEH activator: 1

What do the screens show for `Cc1ccc2[nH]c(=O)c(C(c3nnnn3CC3CCCO3)N3CCOCC3)cc2c1` (stereo unspecified)?
ERa coact pot: 122[fluorescence artefact?]; Mac1 fbg inh: -2; Smad3 inh: 3; ERb SRC1 inh: 2; MT1-MMP txn act: 1.1; CD11b adhes enh: -1; Candida biofilm: 1; sEH inh: 44; sEH activator: -45

How did CCOC(=O)N1CCN(C(=O)c2ccc(S(=O)(=O)c3ccc(C)cc3)c(NC(C)=O)c2)CC1 do in these assays?
ERa coact pot: 125; Smad3 inh: -5; ERb SRC1 inh: -12; MT1-MMP txn act: 1.2; Candida biofilm: 2; sEH inh: -5; sEH activator: 7

How did COc1cccc(-n2c(SCC(=O)N3CCCC3)nc3c([nH]c4ccccc43)c2=O)c1 do in these assays?
ERa coact pot: 285*[fluorescence artefact?]; Smad3 inh: -3; ERb SRC1 inh: 45[fluorescence artefact?]; MT1-MMP txn act: 1.2; Candida biofilm: 4; sEH inh: 2; sEH activator: -2

Results for O=C(CSc1ccc2nnc(-c3cccnc3)n2n1)NCC1CCCO1 (stereo unspecified) ?
ERa coact pot: 98; Smad3 inh: -8; ERb SRC1 inh: 31; MT1-MMP txn act: 1.1; Candida biofilm: 2

How did Cc1nc2cc(-c3cccs3)[nH]n2c(=O)c1C do in these assays?
ERa coact pot: 99[fluorescence artefact?]; Smad3 inh: 10; ERb SRC1 inh: -1; MT1-MMP txn act: 1.5; Candida biofilm: 7; sEH inh: -8; sEH activator: 9

Results for CC(=NCC1CCCO1)c1c(O)[nH]c(=O)[nH]c1=O (stereo unspecified) ?
ERa coact pot: 109; Mac1 fbg inh: -8; Smad3 inh: -1; ERb SRC1 inh: 31; MT1-MMP txn act: 1; CD11b adhes enh: -4; Candida biofilm: -2; sEH inh: -2; sEH activator: 4

How did Cc1nc(NCCc2ccc(S(N)(=O)=O)cc2)c2c(C)c(C)sc2n1 do in these assays?
Mac1 fbg inh: 14; CD11b adhes enh: -2; sEH inh: -16; sEH activator: 14

Reprinted from the part before: 2 compounds; new compounds follow.
Results for CC(=NCC1CCCO1)c1c(O)[nH]c(=O)[nH]c1=O (stereo unspecified) ?
ERa coact pot: 109; Mac1 fbg inh: -8; Smad3 inh: -1; ERb SRC1 inh: 31; MT1-MMP txn act: 1; CD11b adhes enh: -4; Candida biofilm: -2; sEH inh: -2; sEH activator: 4

How did Cc1nc(NCCc2ccc(S(N)(=O)=O)cc2)c2c(C)c(C)sc2n1 do in these assays?
Mac1 fbg inh: 14; CD11b adhes enh: -2; sEH inh: -16; sEH activator: 14

How did O=C(NCCCn1ccnc1)NC(C(F)(F)F)C(F)(F)F do in these assays?
ERa coact pot: 119; Mac1 fbg inh: -2; Smad3 inh: 4; ERb SRC1 inh: -28; MT1-MMP txn act: 0.9; CD11b adhes enh: 3; Candida biofilm: 6; sEH inh: -5; sEH activator: 10

What do the screens show for `CCNC(=S)Nc1ccc(N(c2ccccc2)C(C)C)cc1`?
Mac1 fbg inh: 5; CD11b adhes enh: -2; sEH inh: 12; sEH activator: -12

What do the screens show for `CC(NC(=O)c1ccco1)c1cccc2ccccc12` (stereo unspecified)?
ERa coact pot: 101; Smad3 inh: -1; ERb SRC1 inh: -5; MT1-MMP txn act: 1.1; Candida biofilm: 0; sEH inh: -15; sEH activator: 14

What do the screens show for `Cc1ccc(S(=O)(=O)NC(CC(=O)NCc2ccco2)c2ccco2)cc1` (stereo unspecified)?
ERa coact pot: 88; Mac1 fbg inh: 20; Smad3 inh: -5; ERb SRC1 inh: 12; MT1-MMP txn act: 1; CD11b adhes enh: -2; Candida biofilm: 6; sEH inh: -18; sEH activator: 20

What do the screens show for `O=C1C(C=NCc2ccccn2)=C(O)c2ccccc21`?
ERa coact pot: 142; Smad3 inh: 5; ERb SRC1 inh: -3; MT1-MMP txn act: 1.7; Candida biofilm: -5; sEH inh: 5; sEH activator: -4

How did COc1ccccc1Nc1ncnc2ccccc12 do in these assays?
ERa coact pot: 116; Mac1 fbg inh: 4; Smad3 inh: 1; ERb SRC1 inh: -11[fluorescence artefact?]; MT1-MMP txn act: 1.1; CD11b adhes enh: -1; Candida biofilm: -3; sEH inh: -5; sEH activator: 8

3 compounds out of the list, sorted by formula weight, lowest first:
What do the screens show for `O=C1C(C=NCc2ccccn2)=C(O)c2ccccc21`?
ERa coact pot: 142; Smad3 inh: 5; ERb SRC1 inh: -3; MT1-MMP txn act: 1.7; Candida biofilm: -5; sEH inh: 5; sEH activator: -4

What do the screens show for `CCNC(=S)Nc1ccc(N(c2ccccc2)C(C)C)cc1`?
Mac1 fbg inh: 5; CD11b adhes enh: -2; sEH inh: 12; sEH activator: -12

How did O=C(NCCCn1ccnc1)NC(C(F)(F)F)C(F)(F)F do in these assays?
ERa coact pot: 119; Mac1 fbg inh: -2; Smad3 inh: 4; ERb SRC1 inh: -28; MT1-MMP txn act: 0.9; CD11b adhes enh: 3; Candida biofilm: 6; sEH inh: -5; sEH activator: 10

This is a subset. The share of hits here may be higher or lower than overall.
